MBD2 DNA inh: MBD2-methylated oligo binding inhibition; Q9UBB5; TR-FRET, MBD2 binding to methylated oligonucleotide; inhibition, % at 4.4 µM; 370,000 compounds, 0.31% hits; in the data active = inhibition above about 13%
PLCb3 inh: blocks human PLC-beta3 enzyme activity | Purified PLC-beta3, fluorogenic substrate, fluorescence | inhibition, % at 12.2 µM | 370,000 compounds, 0.18% hits; in the data active = inhibition above about 11%;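 note: 0% = median of compound wells on plate and 100% = full blocker control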
Target sequence (Q01970 whole entry, looked up): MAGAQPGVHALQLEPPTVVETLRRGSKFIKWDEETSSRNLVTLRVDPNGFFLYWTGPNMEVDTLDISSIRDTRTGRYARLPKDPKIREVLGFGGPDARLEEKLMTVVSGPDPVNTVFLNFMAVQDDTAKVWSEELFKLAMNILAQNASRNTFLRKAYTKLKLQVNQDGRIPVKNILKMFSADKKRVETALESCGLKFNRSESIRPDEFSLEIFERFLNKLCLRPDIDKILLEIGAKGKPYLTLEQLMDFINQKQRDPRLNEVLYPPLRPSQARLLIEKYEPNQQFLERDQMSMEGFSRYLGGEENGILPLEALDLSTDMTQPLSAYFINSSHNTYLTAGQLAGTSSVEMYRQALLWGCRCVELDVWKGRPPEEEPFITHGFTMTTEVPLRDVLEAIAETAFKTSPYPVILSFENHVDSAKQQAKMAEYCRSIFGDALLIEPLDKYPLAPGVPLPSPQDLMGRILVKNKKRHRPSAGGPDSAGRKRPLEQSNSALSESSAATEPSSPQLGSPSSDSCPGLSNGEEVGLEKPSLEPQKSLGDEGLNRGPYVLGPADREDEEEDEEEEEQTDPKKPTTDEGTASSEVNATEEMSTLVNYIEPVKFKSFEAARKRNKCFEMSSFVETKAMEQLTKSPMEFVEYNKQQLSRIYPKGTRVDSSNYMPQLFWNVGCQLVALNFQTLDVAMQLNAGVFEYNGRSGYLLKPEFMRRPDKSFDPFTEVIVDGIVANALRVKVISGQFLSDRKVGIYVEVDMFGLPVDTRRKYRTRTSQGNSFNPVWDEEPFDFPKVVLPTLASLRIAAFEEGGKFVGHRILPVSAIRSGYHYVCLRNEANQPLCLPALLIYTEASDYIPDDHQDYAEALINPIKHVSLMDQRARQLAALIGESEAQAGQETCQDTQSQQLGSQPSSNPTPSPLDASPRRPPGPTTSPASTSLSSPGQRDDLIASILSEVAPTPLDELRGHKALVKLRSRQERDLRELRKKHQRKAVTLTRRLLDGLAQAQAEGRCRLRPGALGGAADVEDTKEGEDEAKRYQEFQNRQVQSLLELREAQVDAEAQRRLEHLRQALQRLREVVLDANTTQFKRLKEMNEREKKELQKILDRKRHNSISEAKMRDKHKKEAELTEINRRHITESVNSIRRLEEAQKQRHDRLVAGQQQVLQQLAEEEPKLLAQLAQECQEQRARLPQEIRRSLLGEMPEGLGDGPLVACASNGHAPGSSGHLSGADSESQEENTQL
ADAM17 inh: ADAM17 inhibition, QFRET primary screen. 370,000 compounds, 0.83% hits. AID 720648. inhibition, % at 6.95 µM. P78536. recombinant ADAM17, EDANS/DABCYL FRET peptide cleavage;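 active = inhibition above the mean of compounds lying between control limits plus 3 SD, set per campaign, cut at about 8.5% in these data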;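 note: 0% = DMSO-only wells as the low control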
PLCg1 inh: blocks human PLC-gamma1 enzyme activity; P19174; purified PLC-gamma1, fluorogenic substrate, fluorescence; inhibition, % at 12.2 µM; 370,000 compounds, 0.84% hits; AID 720700; in the data active = inhibition above about 9.5%
UHRF1 MBD2 ctr: blocks human UHRF1 binding to methylated DNA. 370,000 compounds, 0.75% hits. Q96T88. inhibition, % at 4.4 µM. UHRF1 binding to methylated oligo, TR-FRET; in the data active = inhibition above about 21%;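 note: UHRF1 SRA domain binding a hemimethylated CpG hairpin DNA probe; 0% = median of test compound wells and 100% = reference inhibitor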
Tn6 DDE FP: inhibitors of Tn6 peptide binding to human fibrin DD(E); P02675; Fibrin DD(E) TRITC-Tn6 fluorescence polarization displacement; inhibition, % at 8.3 µM; 370,000 compounds, 0.21% hits; AID 720509;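 active = inhibition above a per-campaign cutoff: mean of compounds within control limits plus 3 SD, cut at about 15% in these data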;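 note: 0% = median of all compound wells on the plate and 100% = blocking peptide control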
DDE Tn7 FP inh: disrupts Tn7 cyclic peptide binding to fibrin D-Dimer-E complex | FP displacement of FITC-Tn7 peptide from fibrin DD(E); 0% = median of compound wells per plate | P02675 | 370,000 compounds, 0.13% hits | inhibition, % at 8.3 µM;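 active = inhibition above the mean of compounds falling within the control limits plus 3 SD of them, cut at about 14% in these data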;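 note: 0% = plate median of compound wells and 100% = 10 µM Aha-Tn7 peptide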
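Assay system: human fibrin DD(E). Input: DD(E) 2 µM final. Medium: Tris buffer with calcium and detergent, pH 7.8. Compound dosing: single point at 8.3 µM. Timing: 10 min plus 3 h, room temperature. Technique: fluorescence polarization of the labelled Tn7 tracer. Read-out: percent inhibition. Replicates: singlicate testing.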
KLK7 zymogen act: activates the human kallikrein-7 zymogen; P49862; purified proKLK7, EDANS-DABCYL substrate fluorescence; 100% is mature enzyme control, 0% vehicle; activation, % at 7 µM; 370,000 compounds, 0.9% hits;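 active = activation above the mean of all tested compounds plus 3 SD, computed per campaign excluding outliers beyond control limits, cut at about 13% in these data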
ASAP1 GAP inh: ASAP1 ArfGAP inhibition. ASAP1-stimulated ARF1 GTP hydrolysis, GDP FP detection. inhibition, % at 16.5 µM. 360,000 compounds, 0.19% hits. AID 624377; in the data active = inhibition above about 25%;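 note: 0% = vehicle with enzyme and substrate and 100% = no enzyme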
ARFGAP1 inh: inhibits rat ARF GTPase activating protein 1 | Arfgap1-stimulated ARF1 GTP hydrolysis, GDP FP detection | inhibition, % at 16.5 µM | 360,000 compounds, 0.26% hits | AID 651572;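 active = inhibition above a per-plate limit, mean inhibition of low control wells plus 3 SD, cut at about 25% in these data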;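 note: 0% = DMSO wells with enzyme and 100% = wells lacking Arfgap1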
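material = rat Arfgap1 catalytic domain, aa 1-136 | also added = human ARF1(Δ1-17)-GTP substrate | compound dosing = one concentration, 16.5 µM, DMSO 1.26% | times = GTP hydrolysis reaction 2 h at 25 °C | measured by = FP, GDP Alexa 633 tracer displaced from anti-GDP antibody, 620/688 nm | evaluation = percent inhibition of Arfgap1-stimulated GTP hydrolysis | replication = single well per compound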
The depositor's hits bear a star; & = joins results of further samples.

MBD2 DNA inh,PLCb3 inh,ADAM17 inh,PLCg1 inh,UHRF1 MBD2 ctr,Tn6 DDE FP,DDE Tn7 FP inh,KLK7 zymogen act,ASAP1 GAP inh,ARFGAP1 inh,Compound
0,1,-5,-1,-2,-5,-6,0.2,7,7,Cc1nn(CC(=O)N2CCOCC2)c(C)c1[N+](=O)[O-]
1,-7,-5,0,-1,-1,6,-0.4,3,10,Cc1ccc(NC(=O)COC(=O)C2CC3CCCC(C2)C3=O)c([N+](=O)[O-])c1 (configuration not stated)
-1,-4,1,3,3,-6,0,0.0,8,13,O=C(Nc1ccccc1-c1nnc(SCc2ccccc2)o1)c1ccccc1
2,-8,-4,0,0,-5,3,0.6,4,-6,CCCCCCN1CC(=O)N2[C@@H](Cc3c([nH]c4ccccc34)C2(C)C)C1=O
-1,-5,0,2,-1,2,-8,0.3,-4,-23,CC(Oc1ccc(F)cc1)C(=O)Nc1cc(S(=O)(=O)N2CCOCC2)ccc1N1CCN(C)CC1 (configuration not stated)
-2,3,2,-3,4,1,-3,0.4,6,8,CCCCn1c(N)c(N(CC)C(=O)c2c(C)noc2C)c(=O)[nH]c1=O
-4,-3,-1,2,-1,2,4,-0.6,-2,9,COC(=O)c1ccc(OC)c(OC2CCCC2)c1
0,-1,-3,2,-1,4,12,0.3,-3,3,CCOC(=O)Cc1csc(NC(=O)CSc2nnnn2-c2ccc(F)cc2)n1
1,-80,-2,1,-1,-2,1,-0.3,-16,6,COc1ccc(OCC(=O)Nn2c(-c3cccc(OC)c3)nc3ccccc3c2=O)cc1
2,0,-5,2,0,-4,4,-0.1,-7,-2,CCn1cc(S(=O)(=O)CC(=O)Nc2cc(C)ccc2C)c2ccccc21
3,-6,0,4,-3,2,8,0.1,6,-7,CCc1ccc(CN2CCN(c3ncccn3)CC2)cc1
2,0,-5,-1,-1,6,5,0.0,15,16,Cc1ccccc1-c1cccc([C@@H]2C[C@H]3C(CN2)CON3C)c1 (some centres not stated)
-2,-3,-1,-1,1,-2,-6,-0.6,0,16,Cc1c(C(c2ccccc2Br)c2c(C)n(C)n(-c3ccccc3)c2=O)c(=O)n(-c2ccccc2)n1C
-10,0,2,-21,-9,-3,-1,0.0,-4,-1,Cc1ccc(C(c2c(C)[nH][nH]c2=O)c2c(C)[nH][nH]c2=O)cc1
2,-9,3,-2,0,2,12,0.3,1,-5,O=C(N/N=C/C(Br)=C\c1ccccc1)c1cccs1
-1,-59,9.9*,-6,-3,-16,-6,0.3,10,3,Cc1cc(SCC(=O)c2ccc(O)c(O)c2)n2nc(C)c(-c3ccccc3)c2n1
7,1,0,4,4,-9,7,-0.3,1,1,CC(=O)Nc1ccc(S(=O)(=O)NNC(=O)COc2cccc3ccccc23)cc1
-3,-6,-4,3,1,5,2,0.4,-9,1,NC(=O)c1sc2cc(C(F)(F)F)cnc2c1-c1cccs1
-1&1,-5&0,4&-2,-2&-4,-9&-9,-1&0,-8&4,0.2&0.5,-11&-17,-9&2,O=C(Cc1cc(=O)[nH][nH]1)N/N=C/C(Cl)=C/c1ccccc1
-4,-6,3,-1,1,-3,-1,0.0,2,12,COc1cccc(-c2noc(CCC(=O)NC3CCCC3)n2)c1

A draw from above in order of heavy-atom count, largest number first.
MBD2 DNA inh,PLCb3 inh,ADAM17 inh,PLCg1 inh,UHRF1 MBD2 ctr,Tn6 DDE FP,DDE Tn7 FP inh,KLK7 zymogen act,ASAP1 GAP inh,ARFGAP1 inh,Compound
-2,-3,-1,-1,1,-2,-6,-0.6,0,16,Cc1c(C(c2ccccc2Br)c2c(C)n(C)n(-c3ccccc3)c2=O)c(=O)n(-c2ccccc2)n1C
-1,-5,0,2,-1,2,-8,0.3,-4,-23,CC(Oc1ccc(F)cc1)C(=O)Nc1cc(S(=O)(=O)N2CCOCC2)ccc1N1CCN(C)CC1 (configuration not stated)
1,-80,-2,1,-1,-2,1,-0.3,-16,6,COc1ccc(OCC(=O)Nn2c(-c3cccc(OC)c3)nc3ccccc3c2=O)cc1
7,1,0,4,4,-9,7,-0.3,1,1,CC(=O)Nc1ccc(S(=O)(=O)NNC(=O)COc2cccc3ccccc23)cc1
0,-1,-3,2,-1,4,12,0.3,-3,3,CCOC(=O)Cc1csc(NC(=O)CSc2nnnn2-c2ccc(F)cc2)n1
1,-7,-5,0,-1,-1,6,-0.4,3,10,Cc1ccc(NC(=O)COC(=O)C2CC3CCCC(C2)C3=O)c([N+](=O)[O-])c1 (configuration not stated)
2,0,-5,2,0,-4,4,-0.1,-7,-2,CCn1cc(S(=O)(=O)CC(=O)Nc2cc(C)ccc2C)c2ccccc21
-2,3,2,-3,4,1,-3,0.4,6,8,CCCCn1c(N)c(N(CC)C(=O)c2c(C)noc2C)c(=O)[nH]c1=O
2,0,-5,-1,-1,6,5,0.0,15,16,Cc1ccccc1-c1cccc([C@@H]2C[C@H]3C(CN2)CON3C)c1 (some centres not stated)
-10,0,2,-21,-9,-3,-1,0.0,-4,-1,Cc1ccc(C(c2c(C)[nH][nH]c2=O)c2c(C)[nH][nH]c2=O)cc1
3,-6,0,4,-3,2,8,0.1,6,-7,CCc1ccc(CN2CCN(c3ncccn3)CC2)cc1
0,1,-5,-1,-2,-5,-6,0.2,7,7,Cc1nn(CC(=O)N2CCOCC2)c(C)c1[N+](=O)[O-]
-4,-3,-1,2,-1,2,4,-0.6,-2,9,COC(=O)c1ccc(OC)c(OC2CCCC2)c1

(list continues)
MBD2 DNA inh,PLCb3 inh,ADAM17 inh,PLCg1 inh,UHRF1 MBD2 ctr,Tn6 DDE FP,DDE Tn7 FP inh,KLK7 zymogen act,ASAP1 GAP inh,ARFGAP1 inh,Compound
-9,0,-3,-1,-2,2,3,0.8,-22,12,N#CCCn1ncc2ccccc21
3,-5,-2,2,-4,1,5,-0.6,-3,13,CC(C)c1ccc(NC2CCCN(C(=O)CCN3CCCO3)C2)cc1 (configuration not stated)
0,1,-1,-1,-1,-4,4,-0.3,6,-13,CCOC(=O)c1cc2c(C)n(-c3ccc(N(C)C)cc3)c(C)c2cc(C(=O)OCC)c1=O
4,2,-2,2,2,-4,-1,-0.8,5,0,O=C(O)C1CCN(C(=O)NC2CCCCC2)CC1
-4,-25,-2,-19,-1,-1,8,0.5,2,-4,CCOc1cc(-c2c(C#N)c(N)nc3c2CCCC3)ccc1O
-5,-4,2,0,0,4,-4,0.2,-14,-1,Cc1ccc(S(=O)(=O)N2CCC(C)CC2)cc1
1,-163,-71,-144,1,2,-6,-30,5,0,CCc1cc(=O)oc2c(C)c(OS(C)(=O)=O)ccc12
2,1,-2,1,-1,8,4,-0.1,5,-6,COc1ccc(CN(C)C(=O)c2cccc(NC(=O)CC3SC(N4CCCCC4)=NC3=O)c2)c(OC)c1 (configuration not stated)
4,-104,-145,-74,4,6,9,-8.7,1,-16,Cc1cc(=O)oc2cc(OCC(=O)Nc3ccc(S(=O)(=O)N(C)C)cc3)ccc12
1,-10,6,8,5,-7,-5,0.7,9,0,Cc1ccccc1C(=O)Nc1ccnn1C1CCN(C(C)Cc2ccccc2F)CC1 (configuration not stated)
0,3,0,3,0,6,-7,0.2,-3,2,NC(=O)CC(NC(=O)Cc1ccc(Br)cc1)c1ccc(NC2CCCCCC2)c([N+](=O)[O-])c1 (configuration not stated)
0,-4,-4,2,-1,8,-3,0.0,7,0,CCOc1cc(N2CCOCC2)c(OCC)cc1NC(=O)c1cc(S(=O)(=O)N2CCOCC2)ccc1C
-3,0,4,2,-1,8,-9,-1.0,3,1,COCCn1c(-c2ccc(OC)cc2)cnc1SCC(=O)Nc1cccc2ccccc12
-1,-4,0,1,2,-6,0,-0.1,-5,12,Nc1nonc1-n1nnc(C(=O)N/N=C/c2ccccc2Cl)c1COc1ccc(F)cc1
4,-5,-1,2,4,-6,1,0.1,-1,14,Cc1ccc(C(=O)NCCCc2ccccc2)s1
4,-1,-1,-1,2,-7,2,-0.5,5,1,CC(OC(=O)c1ccncc1)C(=O)Nc1cccc([N+](=O)[O-])c1 (configuration not stated)
3,-25,-5,-17,-3,4,3,0.7,-8,5,CCCCn1c(N)c(N(CC(C)C)C(=O)c2cc(-c3ccncc3)nc3ccccc23)c(=O)[nH]c1=O
1,-5,-1,-1,-2,4,2,0.0,-1,6,CCCCCc1n[nH]c2c1CCCC2
2,0,-4,-1,-4,3,0,-0.1,0,3,CCCCC1CN2CCc3c([nH]c4ccccc34)C2(C)C1 (configuration not stated)
4,-7,-7,-1,0,12,0,0.1,11,-5,Cc1nnc(NC(=O)CSC2=NN3CCCC(=O)N=C3S2)s1
0,0,-3,-1,-1,8,1,0.4,4,5,CCN(CC)C(=O)Oc1c(Cl)cc(Cl)c2cccnc12
-3,-7,0,0,1,0,-3,0.0,-7,9,Nc1ccccc1-c1nnc2n1CCCCC2
-5,-398,-13,-289,-4,8,3,3.1,-11,3,Nc1ccc2c(c1)Oc1ccccc1C=C2
-2,0,3,0,0,1,-3,0.1,-11,7,c1ccc2c(C(c3nnnn3-c3ccc4c(c3)OCCO4)N3CCCCC3)ccnc2c1 (configuration not stated)
7,-2,-1,1,1,-4,3,-0.6,4,2,OC(COc1ccccc1F)CN1CCC(Cc2ccccc2)CC1 (configuration not stated)
-2,-5,2,3,-1,-5,2,-0.6,2,2,O=C(CSC(=S)N1CCCC1)Nc1cc2c(cc1Br)OCCO2
3,-6,1,-1,1,1,9,0.2,4,4,COc1ccc(C2CC(c3ccccc3)=NN2C(=S)Nc2ccccc2)cc1 (configuration not stated)
-2,0,-1,-1,0,8,-7,0.3,-1,-13,COc1nc(NS(=O)(=O)c2ccc(C)cc2)nc(C)c1Cl
3,-95,-82,-62,2,0,4,-2.2,0,7,Cc1ccc2nc(N(CCCN(C)C)C(=O)c3cc(-c4cccs4)nc4ccccc34)sc2c1
-1,-38,-117,-36,10,-5,2,1.4,8,4,CCN1CCN(c2cc(C)c3cc(NC(=O)Cc4ccc(OC)c(OC)c4)ccc3n2)CC1
-7,-4,-1,-1,-3,1,-4,0.4,-6,-1,CCc1nc2ccc(C(=O)NCCN3CCNC3=O)cn2c1N(CCC(C)C)CCN(C)C
0,-45,0,-40,-4,2,-6,-2.4,-18,-3,Nc1cc2c(cc1O)CCCC2
1,7,-3,3,-1,-3,-9,0.3,5,12,COc1cc2c(cc1OC)C(C)N(Cc1ccc3c(c1)OCO3)CC2 (configuration not stated)
1,-8,-4,-1,-2,-4,2,0.1,5,3,COc1ccc(Cl)cc1C(=O)OCC(=O)NCc1cccs1
0,-6,-6,-2,3,0,1,0.2,-10,2,Cc1ccc(C(=O)Nc2ccc3c(c2)OCO3)o1
-4,-4,-4,-4,-2,1,-1,-0.5,-7,-7,O=C(O)CCCC(=O)Nc1ccc(Br)cc1C(=O)O

Source: PubChem

Compounds as they come (roughly 4.1% active in at least one column).
